High-throughput results: PubChem, The Scripps Research Institute Molecular Screening Center
GBA enhancer – enhancers of human beta-glucosidase activity in Gaucher fibroblasts | activation, % at 10 µM | 0.44% of 30,000 active | AID 784 | L444P Gaucher fibroblasts, 4-MU-glucoside fluorescence, 3 days | P04062; in the data active means activation above about 65%;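 further: 0% = vehicle wells and 100% = positive control wells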
Target sequence (P04062 whole entry L483P): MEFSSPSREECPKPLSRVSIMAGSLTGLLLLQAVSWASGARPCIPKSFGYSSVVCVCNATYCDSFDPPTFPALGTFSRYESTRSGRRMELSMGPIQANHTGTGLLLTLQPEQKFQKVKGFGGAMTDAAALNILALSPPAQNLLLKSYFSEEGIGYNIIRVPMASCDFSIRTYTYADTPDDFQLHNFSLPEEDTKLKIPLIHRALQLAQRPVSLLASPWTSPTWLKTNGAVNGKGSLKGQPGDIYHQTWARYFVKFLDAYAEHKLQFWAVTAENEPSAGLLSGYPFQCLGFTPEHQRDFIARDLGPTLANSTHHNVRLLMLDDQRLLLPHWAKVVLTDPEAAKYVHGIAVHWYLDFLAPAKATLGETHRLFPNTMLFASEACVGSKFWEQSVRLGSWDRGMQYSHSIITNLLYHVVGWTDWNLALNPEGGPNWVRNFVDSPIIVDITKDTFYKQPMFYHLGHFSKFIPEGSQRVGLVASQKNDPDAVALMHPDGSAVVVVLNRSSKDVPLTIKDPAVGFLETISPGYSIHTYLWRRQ
Starred values were filed as active, the others as inactive. These rows are one share of the data; count on the stated rates, not on these rows.

SMILES	GBA enhancer
CC1Cc2ccccc2N1Cc1cc(=O)n2ccsc2n1 (stereo not given)	-10.5
CCOC(=O)C1Cc2ccccc2CN1 (stereo not given)	8.6
N#Cc1c(N2C(=O)C3C4C=CC(C4)C3C2=O)sc2c1CCC2 (stereo not given)	-5.7
CCC(CC)C(=O)NCCNC(=O)C(CC)CC	-16.2
O=C(C1CCN(S(=O)(=O)c2cnc[nH]2)CC1)N1CCN(Cc2ccc3c(c2)OCO3)CC1	-15.2
CC1=Nn2c(nnc2-c2ccc(F)cc2)SC1	-18.9
Cn1c(SCC(=O)NCc2ccco2)nnc1-c1c[nH]c2ccccc12	-4.2
COCCNC(=O)C(c1cccs1)N(CCc1ccccc1)C(=O)Cn1nnc2ccccc21 (stereo not given)	-19.2
COc1ccc(-n2c(SCc3ccc(C#N)cc3)nnc2-c2ccccn2)cc1	-21.1
CCOc1cc(C(=O)NC)cc(OCC)c1OCC	-2.6
Cc1ccc2[nH]c(=O)c(CN(CCc3ccccc3)C(c3nnnn3Cc3ccco3)C(C)C)cc2c1 (stereo not given)	-0.2
Cc1noc(/C=C/N(C)C)c1S(=O)(=O)N1CCCC(C(=O)NC(C)c2ccccc2)C1 (stereo not given)	29.2
C=CCc1cc(/C=N/n2cnnc2)cc(OCC)c1O	1.2
Cc1ccc(-c2ccc(=O)n(CC(=O)N3CCN(c4cccc(C)c4)C(C)C3)n2)cc1 (stereo not given)	-53.9
COc1ccc(S(=O)(=O)NCCSCc2cccs2)cc1	-10.3
c1ccc(-c2cc3c(-n4cccc4)ncnc3o2)cc1	-53.6
C[C@]12CC[C@@H]3c4ccc(O)cc4C(=O)C[C@H]3[C@@H]1CC[C@@H]2O	0.4
O=C(Nc1ccccc1Cl)N1CCN(c2ccc3nnc(-c4ccc(F)cc4)n3n2)CC1	-8.2
CC(C)C(NC(=O)CNC(=O)OC(C)(C)C)C(=O)NCc1ccccc1 (stereo not given)	-18.6
CCOC(=O)c1ccccc1NC(=O)CC(C)CC(=O)O (stereo not given)	-17.9
CCS(=O)(=O)Nc1c(C(=O)O)[nH]c2ccccc12	41.4
O=C(OCC#CCSc1nnc(-c2ccc(Br)cc2)o1)c1ccco1	5.5
Cc1ccc(S(=O)(=O)Cn2nnnc2C(c2ccc(F)cc2)N2CCCCC2)cc1 (stereo not given)	-1.3
CCc1ccc2nc(NC(=O)c3ccc4c(=O)[nH]c(CN5CCOCC5)nc4c3)sc2c1	-16.0
CC(C)c1ccc(-c2nc(N3CCOCC3)[nH]c(=O)c2C#N)cc1	-8.0
COC(=O)C1=C(CN2CCc3ccccc32)NC(=O)NC1c1cc(C)ccc1C (stereo not given)	-5.7
C=CCn1c(SCC(=O)NCc2ccco2)nc2sc3c(c2c1=O)CCCCC3	-58.2
c1ccc(-c2cnnc(SCc3cn4cccnc4n3)n2)cc1	-7.5
c1cncc(CSc2nnc(-c3cccnc3)n2Cc2ccco2)c1	5.6
COc1ccc(N2CCN(c3ccc(NC(=O)C4CCCCC4)cc3C#N)CC2)cc1	-22.0

Quoted from the listing:
CC(C)c1ccc(-c2nc(N3CCOCC3)[nH]c(=O)c2C#N)cc1 @ GBA enhancer: -8.0
CCOc1cc(C(=O)NC)cc(OCC)c1OCC @ GBA enhancer: -2.6
c1ccc(-c2cc3c(-n4cccc4)ncnc3o2)cc1 @ GBA enhancer: -53.6
N#Cc1c(N2C(=O)C3C4C=CC(C4)C3C2=O)sc2c1CCC2 (stereo not given) @ GBA enhancer: -5.7
c1ccc(-c2cnnc(SCc3cn4cccnc4n3)n2)cc1 @ GBA enhancer: -7.5

Carrying on:
SMILES	GBA enhancer
Cn1c(C(=O)OC(C(=O)NC2CCCC2)c2cccnc2)cc2sccc21 (stereo not given)	-17.9
CCN(C(=O)c1cc2cc(OC)ccc2oc1=O)c1ccccc1	-12.7
Cc1cc(=O)n2nc(N3CCC(C(=O)N4CCN(C)CC4)CC3)sc2n1	-1.9
CCCCCOc1ccc(N2C(=O)CC(N(O)c3ccccc3)C2=O)cc1 (stereo not given)	-6.8
CCOC(=O)c1cnc(Nc2nc3ccccc3o2)nc1CSc1nnc(C)s1	0.2
O=c1[nH]c(C2CCCN(S(=O)(=O)c3ccc(F)cc3)C2)nc2c1nnn2Cc1ccccc1 (stereo not given)	-1.7
CN(C)CC(=O)N1c2ccccc2CCc2ccc(NC(=O)c3ccc(N)cc3)cc21	45.5
CCOC(=O)N1CCN(C(=O)C2CCN(S(=O)(=O)c3cc(Cl)ccc3Cl)CC2)CC1	7.5
Cc1ccc(NC(=O)Cc2nc(CSc3nnc(-c4ccc5c(c4)OCO5)o3)cs2)cc1	4.2
CCCNC(=O)Nc1cc(C)on1	-4.8
COc1ccc(-n2nc(C(=O)Nc3ccc4c(c3)OCO4)c3ccccc3c2=O)cc1	-41.0
COc1cc(Cl)c(C)cc1NC(=O)COC(=O)c1cnc(C)cn1	-1.8
C=CCSc1nc2c(c(=O)[nH]c(=O)n2C)n1CC	-0.4
Cc1nc(NS(=O)(=O)c2cccs2)c2c3c(sc2n1)CCC3	-5.1
CC1CCc2cc(F)ccc2N1C(=O)c1ccc2c(c1)OCO2 (stereo not given)	-5.8
Cc1ccc(CSc2nnnn2C)cc1	5.5
COc1ccc(NC(=O)NCCN2CCc3ccccc3C2)cc1	-39.6
CCC(C)(C)NC(=O)C(c1ccco1)N(C(=O)Cn1nnc2ccccc21)c1ccc2c(c1)OCO2 (stereo not given)	-32.3
Cc1ccc(S(=O)(=O)N2CCN(CCO)CC2)cc1-c1nnc2c3ccccc3c(C)nn12	-27.4
NS(=O)(=O)c1ccc(NC(=O)CSc2ccccn2)cc1	1.9
Cc1ccc(C(C)n2cc(C(=O)NCCN3CCN(C)CC3)nn2)cc1 (stereo not given)	-17.1
COc1cc(C2NC(=O)NC(C)=C2C(=O)OC(C)(C)C)ccc1OCC(N)=O (stereo not given)	10.7
c1nnc(NC2=NCCCCC2)s1	-6.0
Cc1cc(C)c2cc3c(ccn3C3OC[C@H](O)[C@H](O)[C@H]3O)cc2n1 (stereo not given in full)	36.2
COCCCNCCOc1cc(C(C)C)ccc1C	-19.7
COc1cccc(Nc2cc(C)nc3ccccc23)c1	1.5
COc1ccccc1/C=c1\sc2nc(-c3ccncc3)nn2c1=O	-2.8
CNC(=O)NC(=O)CSc1ccc(NC(C)=O)cc1	-16.4
[O-][N+]12CC[N+]([O-])(CC1)c1ccccc12	-26.8
Cc1nn(CC(=O)Nc2ccccc2)c(=O)c2ccccc12	-8.7

A draw from above in order of SMILES length, high to low.
SMILES	GBA enhancer
Cc1noc(/C=C/N(C)C)c1S(=O)(=O)N1CCCC(C(=O)NC(C)c2ccccc2)C1 (stereo not given)	29.2
Cc1cc(=O)n2nc(N3CCC(C(=O)N4CCN(C)CC4)CC3)sc2n1	-1.9
C=CCSc1nc2c(c(=O)[nH]c(=O)n2C)n1CC	-0.4

Already shown: 4 of the compounds above.
SMILES	GBA enhancer
CC1Cc2ccccc2N1Cc1cc(=O)n2ccsc2n1 (stereo not given)	-10.5
CCOC(=O)C1Cc2ccccc2CN1 (stereo not given)	8.6
N#Cc1c(N2C(=O)C3C4C=CC(C4)C3C2=O)sc2c1CCC2 (stereo not given)	-5.7
CCC(CC)C(=O)NCCNC(=O)C(CC)CC	-16.2

Continued:
SMILES	GBA enhancer
Cc1ccc2cc(CN(CC(C)C)C(=O)C3CCCO3)c(=O)[nH]c2c1 (stereo not given)	13.5
CC(=O)Nc1cccc(NC(=O)C2CCCN2C(=O)Nc2cccc(F)c2)c1 (stereo not given)	32.0
COc1cc(C(=O)NCCC(=O)NCCN2CCOCC2)cc(OC)c1OC	1.4
O=C(OCC(O)C(O)COC(=O)c1ccccc1)c1ccccc1 (stereo not given)	-23.2
Cc1ccc(C(C(=O)NC2CCCCC2)N(C(=O)c2csnn2)C2CCCC2)o1 (stereo not given)	-2.9
Cc1sc2nc(CN3CCOCC3)nc(Oc3ccc(NC(=O)c4ccco4)cc3)c2c1C	9.4
CCC1CCCCN1CCCNC(=O)Cn1nc(-c2ccccc2)ccc1=O (stereo not given)	-17.5
O=C(CSc1nnc(COc2ccc(Cl)cc2)o1)OC1CCCCC1	-8.3
CC(=O)OCc1cc(=O)n(C)c(=O)n1C	2.7
Cc1ccc2[nH]c3c(c2c1)CCc1cn[nH]c1-3	17.0
CC1CCN(C(=O)CSc2nc(N)cc(N)n2)CC1	4.0
COc1ccc(-c2noc(C)c2-c2ccc3ccccc3n2)c(O)c1	1.9
O=C(Cc1ccc(-n2cccc2)cc1)NCc1cccs1	-27.0
CCc1ccc(S(=O)(=O)NCc2csc(-c3ccccc3)n2)s1	-0.2
CC(=O)c1n[nH]nc1NC(=O)c1ccccc1	-7.9
O=c1c2ccccc2nc(-c2ccccc2)n1CCCn1ccnc1	-2.5
CC(C)(C)NC(=O)CN(C(=O)CS(=O)CC(=O)Nc1ccc(F)cc1)c1ccccc1 (stereo not given)	1.9
OC(CNCCc1ccccc1)c1ccccc1 (stereo not given)	-14.3
CCOC(=O)c1sc(NCCNc2nc(C)c(C(=O)OCC)s2)nc1C	-20.0
O=S(=O)(NC1CC1)c1ccc(S(=O)(=O)N2CCN3CCCC3C2)cc1 (stereo not given)	-8.7
CCCc1cc(=O)n2[nH]c(-c3cc(OC)c(OC)c(OC)c3)nc2n1	-23.7
CCCCn1c(C(C)NC(=O)COC)nc2ccccc21 (stereo not given)	-10.4
CN1C(=O)C(O)(CC(=O)c2cccnc2)c2ccccc21 (stereo not given)	-7.8
COC(=O)c1c(NC(=O)COC(=O)Cn2cnc3ccccc32)sc(C)c1C	-22.7
Cc1ccc(C(=O)Cn2nnc(-c3ccccc3-n3cnnn3)n2)cc1	-6.7
CC1=C(C(=O)OCC2CCCO2)C(c2ccccc2OC(C)C)C2=C(CC(c3ccco3)CC2=O)N1 (stereo not given)	10.3
O=C(COc1ccccc1)Nc1ccccc1C(=O)NCc1ccco1	-22.3
COc1ccccc1N1CCN(C(=O)c2ccc(NC(C)=O)cc2)CC1	-0.7
COc1cccc(CNc2ccc(F)c(Cl)c2)c1O	6.2
N#CCSc1nnc(Cc2cccs2)n1C1CCCCC1	-10.7
CC1(C)Cc2ccccc2-c2nnc(SCC(=O)N3CCc4ccccc43)n21	-11.4
CC(C)Cn1c2c(c(O)c(C(=O)Nc3nccs3)c1=O)CCCC2	-0.6
O=C(O)CCN1C(=O)C2C3C=CC(C3)C2C1=O (stereo not given)	2.8
Cc1ccc(CSC2=Nc3ccccc3C3=NC(CCC(=O)NCc4ccco4)C(=O)N23)cc1 (stereo not given)	9.0
CCc1nc(SCC(=O)NCCc2ccc(OC)c(OC)c2)c2c(=O)n(C)c(=O)n(C)c2n1	3.4
c1csc(-c2nn[nH]n2)c1	3.8
COC(=O)c1nnn(-c2nonc2N)c1CSc1ccc(Cl)cc1	0.7
c1ccc(C(c2ccccc2)N2CCN(Cc3nnnn3C3CCCC3)CC2)cc1	5.3
CCC1CCCCN1Cc1nc2c(c(=O)n(C)c(=O)n2C)n1CCCc1ccccc1 (stereo not given)	-7.9
COCCN1Cc2cccc(C(=O)Nc3ccccc3OC)c2C1=O	-7.9
Cc1cccc(-n2c(CNC(=O)COc3ccccc3)nnc2SCC(=O)Nc2nccs2)c1	-33.2
Cc1cc(N2CCCC2)n2nc(C)c(-c3ccccc3)c2n1	-3.2
COC(=O)c1ccc(OC)c(CSc2nnc(COc3ccc(Cl)cc3)o2)c1	-11.9
CCOc1ccccc1NC(=O)CSc1nnc(-c2ccco2)n1Cc1ccco1	-40.0
Cc1nnc(NC(=O)NC(C)N2C(=O)C3C4C=CC(C4)C3C2=O)s1 (stereo not given)	-7.6
Cc1ccc(C(=O)Nc2c(C)n(C)n(-c3ccccc3)c2=O)cc1S(=O)(=O)N1CCOCC1	-39.8
COCCn1nnnc1CN1CCC(O)(c2cccc(C(F)(F)F)c2)CC1	-7.8
CCOC(=O)c1c(C)oc2c(F)c(F)c(F)c(F)c2c1=O	-60.1
COc1ccc(OC)c(S(=O)(=O)N(C)CC(=O)N2CCN(c3ccccc3)CC2)c1	-13.6
O=S(=O)(c1cc(F)cc(F)c1)N1CCN(c2ncccn2)CC1	-47.7
c1ccc(CC2CCN(C(c3cccs3)c3nnnn3C3CCCC3)CC2)cc1 (stereo not given)	-6.8
CCOC(=O)c1sc(N)c(C(=O)OCC)c1COC(=O)C1CC(=O)N(Cc2ccco2)C1 (stereo not given)	1.3
CCCCc1c(C(=O)O)cc(OC)cc1C(=O)O	-8.3
CCOC(=O)Cc1c(C)nc(-c2ccccc2)[nH]c1=O	-2.4
Cc1cc(C(F)(F)F)nn1CCCNC(=O)c1cnccn1	-3.7
c1nc(COc2nsnc2N2CCOCC2)cs1	-28.5
O=C(COc1ccc(Cl)cc1)Nc1ncccn1	-11.2
O=C(Nc1cccc2cccnc12)c1cccc(N2C(=O)CCC2=O)c1	-26.9
CC(C)NS(=O)(=O)c1ccc(OCC(=O)Nc2ccccc2F)cc1	-5.0
Cc1ccc(N2CC(C(=O)OCC(=O)C(C)(C)C)CC2=O)cc1C (stereo not given)	-28.0
Remaining list, next part.
SMILES	GBA enhancer
O=C(CN1CCOCC1)Nc1ccccc1NC(=O)C1CCN(c2ncccn2)CC1	-28.7
COc1ccccc1NC(=O)N1CCCC1C(=O)Nc1ccc(NC(C)=O)cc1 (stereo not given)	19.5
c1ccc(CNc2nc3ccccc3n2CCN2CCOCC2)nc1	-5.9
Cc1ccc(C(=O)OCC(=O)NCc2ccc3c(c2)OCO3)s1	-12.8
O=C(NCCSCc1ccco1)Nc1cccc(Cl)c1	-3.1
CCCC(C(=O)NC1CCCCC1)N(Cc1ccco1)C(=O)CNS(=O)(=O)c1ccccc1 (stereo not given)	2.9
O=C(C1CCC(=O)N1C1CCCCC1)N1CCN(c2ccc(F)cc2)CC1 (stereo not given)	15.8
Cc1ccc(N(CC(=O)O)S(C)(=O)=O)cc1Cl	-2.4
N#CN(CC(N)=O)c1nc(N2CCCCC2)nc(N2CCCCC2)n1	-1.2
NC(=O)C1CCN(CC(=O)c2c[nH]c3ccc(F)cc23)CC1	-7.3
Cn1c(C(C#N)C(=O)Cc2cccc3ccccc23)nc2ccccc21 (stereo not given)	-55.9
COC(=O)c1ccc(OC)c(CSc2nnc(-c3ccc(C)cc3)o2)c1	-7.0
COc1ccccc1OC(=O)C1CC(=O)N(c2ccc(Cl)cc2)C1 (stereo not given)	-0.1
Cc1ccc(-n2nnnc2SCC(=O)Nc2ccc3c(c2)COC3=O)cc1C	1.3
Cc1nn(Cc2ccc(Cl)cc2)c(C)c1NC(=O)c1noc2c1CCCCC2	-0.2
